TrxR1 substrate: rat thioredoxin reductase 1 substrate activity; AID 588456; Potency, µM (top dose mostly 114 µM), for inactives: at the highest dose activity change, negative = substrate turnover; O89049; actives 0.01% (n = 390,000); purified TrxR1 substrate turnover, NADPH consumption readout; note: potency is the fitted concentration of half-maximal effect; % is set by controls: 0 for no effect and ±100 for the full control effect; nearly all actives have a fitted effect of over 50% in size
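Rat TrxR1, dispensed at 90 nM, was prereduced with 400 uM NADPH (final) for 5 min at ~22 deg C, then incubated with compound 15 min before 400 uM selenite. A first-read NADPH fluorescence drop versus no-compound background flagged substrates.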
Glioma ERSR ind: ER stress response induction in glioma. Potency, µM, inactives show at the highest dose activation, hits mostly activators. AID 602332. U87-MG GRP78 promoter luciferase reporter, 16 h. actives 0.02% (n = 420,000); note: potency is the fitted concentration of half-maximal effect; series mostly up to about 76 µM; % of control where 0% means no effect; nearly all actives have a fitted effect of over 35% in size
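Stably transfected U87-MG human glioma cells carrying a GRP78-based luminescent sensor were seeded at 1000 cells/well, pin-dosed with compounds and incubated 16 h. Luciferase reagent was then added, and end-point luminescence was read after 10 min at room temperature.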
Vif-APOBEC3G blk: Vif-A3G binding inhibition. Q9HC16. HeLa A3G-eYFP + Vif (tagged APOBEC3G with the HIV-1 protein that degrades it), YFP fluorescence, overnight. Potency, µM (doses to about 46.1 µM), for the others: top-dose activity, negative = active, hits mostly inhibitors. actives 0.076% (n = 410,000). AID 602310;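 note: potency is the fitted concentration of half-maximal effect; % is set by controls: 0 for no effect and ±100 for the full control effect; nearly all actives have a fitted effect of over 60% in size; hits raise eYFP signal because A3G escapes Vif-driven loss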
Target sequence (Q9HC16 whole entry, looked up): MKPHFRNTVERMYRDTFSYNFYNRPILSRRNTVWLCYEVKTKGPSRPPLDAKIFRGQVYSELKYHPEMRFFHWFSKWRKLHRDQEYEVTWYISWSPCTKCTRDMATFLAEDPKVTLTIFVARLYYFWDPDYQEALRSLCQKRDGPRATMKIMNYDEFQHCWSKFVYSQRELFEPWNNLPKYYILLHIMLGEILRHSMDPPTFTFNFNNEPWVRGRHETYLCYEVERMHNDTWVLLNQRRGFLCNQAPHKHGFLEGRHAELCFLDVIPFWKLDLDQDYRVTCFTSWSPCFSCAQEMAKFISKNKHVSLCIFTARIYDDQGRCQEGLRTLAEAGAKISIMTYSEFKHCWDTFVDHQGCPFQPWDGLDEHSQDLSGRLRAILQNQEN
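HeLa cells stably expressing Vif and C-terminally eYFP-tagged A3G, seeded overnight at 37 deg C, then exposed to compound by pintool overnight at 37 deg C. Rise in yellow fluorescence (Ex 488/Em 500-530, Acumen) marks blocked Vif-driven A3G degradation.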
RXFP1 ag: activates the human relaxin receptor RXFP1 | HEK293T-RXFP1 cAMP TR-FRET, 30 min; response scale: percent of porcine relaxin response, buffer zero | Potency, µM (doses to about 57.5 µM), for the others: top-dose activation, usual class: activators | actives 0.3% (n = 370,000) | AID 2676; note: potency is the fitted concentration of half-maximal effect; % is set by controls: 0 for no effect and ±100 for the full control effect; nearly all actives have a fitted effect of over 60% in size; many of its hits are not listed in these tables
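Agonist response is measured as cAMP accumulation in an RXFP1-transfected HEK293T line under PDE4 inhibition. Values are scaled between buffer-only and 29 nM porcine relaxin, and EC50s come from standard Hill equation fits.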
LDHA inh: inhibitors of human lactate dehydrogenase A; actives 0.15% (n = 480,000); purified LDHA, NADH/diaphorase-resazurin fluorescence; active compounds read low; activity change, % (values are at about 110 or 230 µM); P00338; AID 1347041; in the data active = activity change below about -30%; inconclusive = mostly about -25% to -30%;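 note: plate controls were DMSO wells for no effect and wells without enzyme for full effect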
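Remaining NADH was detected by diaphorase (0.133 mg/mL) converting 37 µM resazurin to fluorescent resorufin, read at 0 and 20 minutes. The preceding 5-minute room-temperature reaction used 2 nM LDHA, 0.2 mM sodium pyruvate and 0.06 mM NADH at pH 7.4.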
Vif-APOBEC3F blk: inhibitors of Vif-A3F interaction; actives 0.2% (n = 390,000); HeLa A3F-eYFP + Vif (tagged APOBEC3F with the HIV-1 protein that degrades it), YFP fluorescence increase; AID 602313; Potency, µM (top dose mostly 46.1 µM), for inactives: at the top dose activity, negative = active; note: potency is the fitted concentration of half-maximal effect; % of control where 0% means no effect; nearly all actives have a fitted effect of over 65% in size
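HeLa cells stably expressing Vif plus C-terminally eYFP-tagged A3F were seeded, incubated overnight at 37 deg C, dosed with compound, incubated overnight again at 37 deg C. Yellow fluorescence (Ex 488/Em 500-530) reported blocked Vif-mediated A3F-eYFP degradation.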
PI4K2A block: inhibitors of human PI4K2A. Q9BTU6. purified PI4K2A, ADP-Glo luminescence, 1 h; active compounds read low. activity change, negative = inhibition, % at 76.9 µM. actives 0.13% (n = 420,000). AID 1346378; in the data active = activity change below about -50%; inconclusive = mostly about -30% to -49%;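 note: -100% = wells without enzyme as full effect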
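PI4K2A activity was measured by ADP-Glo luminescence: enzyme (4 ug/mL stock) and phosphatidylinositol (1.2 mM stock) in Tris pH 7.5/MgCl2/EGTA/Triton X-100 buffer were reacted with ATP (300 microM stock) for one hour at ambient temperature.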
mIDH1 inhibitor: human IDH1 R132H inhibition; O75874; IDH1-R132H enzyme, NADPH consumption, diaphorase/resazurin fluorescence; Potency, µM (highest dose often 76.6 µM), for inactives: top-dose activity change, negative = inhibition, hits mostly inhibitors; actives 0.093% (n = 390,000); AID 602179; note: potency is the fitted concentration of half-maximal effect; % is set by controls: 0 for no effect and ±100 for the full control effect; nearly all actives have a fitted effect of over 65% in size
Target sequence (O75874 whole entry R132H, stated change not applied): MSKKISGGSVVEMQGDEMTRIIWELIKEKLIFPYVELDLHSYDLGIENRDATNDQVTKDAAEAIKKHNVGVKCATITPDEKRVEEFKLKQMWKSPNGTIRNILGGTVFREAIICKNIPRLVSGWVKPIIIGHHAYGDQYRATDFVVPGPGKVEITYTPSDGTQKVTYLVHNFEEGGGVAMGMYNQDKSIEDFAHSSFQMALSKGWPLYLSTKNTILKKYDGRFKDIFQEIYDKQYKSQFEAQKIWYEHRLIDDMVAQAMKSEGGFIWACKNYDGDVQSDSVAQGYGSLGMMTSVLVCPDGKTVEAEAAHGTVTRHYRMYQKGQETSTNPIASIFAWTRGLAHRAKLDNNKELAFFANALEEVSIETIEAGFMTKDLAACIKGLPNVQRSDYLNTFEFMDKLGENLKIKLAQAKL
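IDH1-R132H (0.5 ug/mL) preincubated 30 min with compound, then NADPH (0.016 mM) and alpha-KG (2 mM) added; 80 min at RT, pH 7.5. Remaining NADPH coupled via diaphorase/resazurin to fluorescence (540/590 nm); concentration-response curves normalized to no-enzyme control.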
USP1-UAF1 inh: blocks the human USP1/UAF1 deubiquitinase complex; recombinant USP1/UAF1, Ub-Rhodamine cleavage fluorescence; Potency, µM (highest dose often 57.1 µM), for inactives: top-dose activity change, negative = inhibition, usual class: inhibitors; actives 0.23% (n = 390,000); note: potency is the fitted concentration of half-maximal effect; % is set by controls: 0 for no effect and ±100 for the full control effect; nearly all actives have a fitted effect of over 60% in size; inactives centre near -12
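USP1/UAF1 complex (1 nM) preincubated 15 min at room temperature with compound, then Ub-Rho substrate (150 nM final) added. Kinetic fluorescence at 480/540 nm over 6 reads at 60 s intervals; 50 mM HEPES pH 7.8, 0.5 mM EDTA, 0.1 mg/ml BSA, 1 mM TCEP, 0.01% Tween-20.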
* = called active by the depositor; ? = inconclusive; nt = no result given; & = joins results of further samples; [ ] = dose if it differs, or a comment. Unless noted, calls come from the whole dose curve; as a rule, active = well fitted curve in the direction sought with a large enough effect; inconclusive = small, poorly fitted or top-dose-only effect, or another doubt; inactive = no such curve, though single readings can be large; an effect the other way counts as inactive or inconclusive. These rows are one share of the data; rates above refer to the full screens.

SMILES	TrxR1 substrate	Glioma ERSR ind	Vif-APOBEC3G blk	RXFP1 ag	LDHA inh	Vif-APOBEC3F blk	PI4K2A block	mIDH1 inhibitor	USP1-UAF1 inh
Oc1ccc(C=Nc2cccc3ccccc23)c(O)c1	79%[activator]	-1%	0%	-0.3%	5	-8%	-4	-4%	?
COc1ccc(C(C)(C)C)cc1NC(=O)COc1ccc(-c2nnco2)cc1	-2%	-2%	0%	nt	-9	2%	-1	-2%	-11%
O=C(O)c1ccc(OCC(O)Cn2cnc3ccccc32)cc1 (stereo not drawn)	6%[57.1 µM]	-2%	6%	-0.2%	-3	-2%	-9	-2%	-16%
OC(c1cccc(F)c1)c1ncc(-c2ccc(Oc3ccccc3)cc2)[nH]1 (stereo not drawn)	nt	2%	-14%	nt	-4	nt	0	nt	nt
O=C(O)c1nn(-c2cccc(Cl)c2)c(=O)cc1O	1%	0%	-7%	-0.3%	3	-12%	-4	4%	-17%
Cc1c(NC(=O)C(C)n2cc([N+](=O)[O-])cn2)c(=O)n(-c2ccccc2)n1C (stereo not drawn)	5%[57.1 µM]	-8%	0%	-1.5%	0	13%	3	4%	-15%
O=C(CSc1nccc(=O)[nH]1)c1ccccc1Br	12%[57.1 µM]	6%	0%	1.7%	-4	-1%	-16	9%	-6%
COc1ccc(OC)c(NC(=O)COC(=O)CCS(=O)(=O)c2ccc(Cl)cc2)c1	-6%	-1%	-5%	nt	3&-7	-5%	-1	6%	2%
COc1ccc(C2CC(=O)Nc3sc(=N)c4c(N)c(C#N)c(N)nc4c32)cc1OC (stereo not drawn)	27%	1%	1%	20%	-9	?	-2	7%	-16%
CCOc1c(Cl)cc(CNCC(O)c2ccccc2)cc1OC (stereo not drawn)	-1%	-1%	1%	1.7%	-3	-16%	0	-3%	-6%
COc1ccc(-c2cc(C(=O)NCCCN3CCOCC3)on2)cc1OC	-2%	-1%	3%	-1.2%	-2	-4%	-1	3%	-2%
COC(=O)c1[nH]c2ccccc2c1NS(=O)(=O)c1ccc(OC)cc1OC	4%	-3%	1%	2.1%	3	-4%	5	2%	-23%
C/C(=C\c1cc(C(=O)O)c(C)o1)CO	-3%	-6%	1%	-0.4%	-8	-4%	1	8%	1%
CCC(C)[C@H](NC(=O)[C@H](Cc1ccccc1)n1c(=O)[nH]c2ccccc2c1=O)C(=O)N1CCC[C@@H]1C(=O)O (stereo partly drawn)	1%	-2%	3%	0.5%	-5	17%	0	-8%	-16%
O=C(CNS(=O)(=O)c1cccc(C(F)(F)F)c1)NC1CCCCCC1	-5%	-2%	1%	nt	-8	-10%	10	1%	-4%
COC(=O)c1cccc(NC(=O)c2ccccc2)c1	6%	0%	0%	-2.6%	1	-2%	-7	-1%	-23%
COCCNC(=O)CN1C(=O)COc2ccc(S(=O)(=O)N3CCOCC3)cc21	8%	-8%	2%	0.2%	-1	3%	-1	-4%	-9%
Cn1cccc1/C=N/N1CCN(Cc2cccc3ccccc23)CC1	-3%[57.1 µM]	0%	-4%	2.6%	4	4%	2	11%	-24%
COc1ccc(NC(=O)Nc2ccccn2)cc1OC	-2%	0%	5%	-1.0%	2	0%	4	10%	-8%
CC[C@@H]1C/C=C\Cc2ccccc2[C@H](C(=O)C[C@@H](O)CC(C)=O)OC1=O	-4%	-3%	2%	nt	-3	-3%	4	11%	-3%
CC12C=CC(=O)C=C1CCC1C2C(=O)C[C@@]2(C)C1CCC2(O)C(=O)CO (stereo partly drawn)	2%	-2%	0%	nt	-5	3%	1	7%	-3%
COc1cc(/C=C(\C#N)C(=O)c2ccc(O)c(O)c2)cc(I)c1O	?	?	-12%	-1.2%	-44*	?	-4&-11	4%	25µM*
CCCCOC(=O)Cn1c(=O)n(CC(=O)OCCCC)c2cc(C)ccc21	-13%[57.1 µM]	-1%	-6%	2.2%	2	3%	-5	9%	-19%
COCCN(CC(=O)Nc1cccc(C)c1C)C(=O)c1cc2c(s1)CCC2	3%	-2%	-5%	1.9%	-2	1%	-4	6%	-10%

3 records drawn at random from the list so far:
SMILES	TrxR1 substrate	Glioma ERSR ind	Vif-APOBEC3G blk	RXFP1 ag	LDHA inh	Vif-APOBEC3F blk	PI4K2A block	mIDH1 inhibitor	USP1-UAF1 inh
COc1ccc(NC(=O)Nc2ccccn2)cc1OC	-2%	0%	5%	-1.0%	2	0%	4	10%	-8%
O=C(CNS(=O)(=O)c1cccc(C(F)(F)F)c1)NC1CCCCCC1	-5%	-2%	1%	nt	-8	-10%	10	1%	-4%
COC(=O)c1cccc(NC(=O)c2ccccc2)c1	6%	0%	0%	-2.6%	1	-2%	-7	-1%	-23%

Complete entries as entered above. Order of values: TrxR1 substrate | Glioma ERSR ind | Vif-APOBEC3G blk | RXFP1 ag | LDHA inh | Vif-APOBEC3F blk | PI4K2A block | mIDH1 inhibitor | USP1-UAF1 inh
`COCCN(CC(=O)Nc1cccc(C)c1C)C(=O)c1cc2c(s1)CCC2` across the screens: 3% | -2% | -5% | 1.9% | -2 | 1% | -4 | 6% | -10%
`COc1ccc(NC(=O)Nc2ccccn2)cc1OC` across the screens: -2% | 0% | 5% | -1.0% | 2 | 0% | 4 | 10% | -8%
`CCCCOC(=O)Cn1c(=O)n(CC(=O)OCCCC)c2cc(C)ccc21` across the screens: -13%[57.1 µM] | -1% | -6% | 2.2% | 2 | 3% | -5 | 9% | -19%
`CCC(C)[C@H](NC(=O)[C@H](Cc1ccccc1)n1c(=O)[nH]c2ccccc2c1=O)C(=O)N1CCC[C@@H]1C(=O)O` (stereo partly drawn) across the screens: 1% | -2% | 3% | 0.5% | -5 | 17% | 0 | -8% | -16%

Additional compounds:
SMILES	TrxR1 substrate	Glioma ERSR ind	Vif-APOBEC3G blk	RXFP1 ag	LDHA inh	Vif-APOBEC3F blk	PI4K2A block	mIDH1 inhibitor	USP1-UAF1 inh
Cc1ccc(C(=O)Nc2ccc(Nc3ccccc3)cc2)c(Cl)c1	8%[57.1 µM]	-2%	0%	3.5%	-10	-4%	2	4%	?
Cc1cc(OCC(=O)N2CCC(O)CC2)c2c(C)cc(=O)oc2c1	175%[activator]	-1%	3%	3.8%	2	-8%	-9	-16%	-7%
COCCn1nnnc1C(C(C)C)N(Cc1cccnc1)Cc1ccccc1Cl (stereo not drawn)	3%	-1%	-1%	0.0%	-5	1%	1	2%	-16%
CCOc1ccc(OCC)c(NC(=O)C2CCN(S(=O)(=O)c3c(C)[nH]c(=O)[nH]c3=O)CC2)c1	7%	-3%	-4%	1.8%	-9	-11%	-2	0%	-24%
Cc1cccnc1C(NC(=O)C1CCN(CCOc2ccc(F)cc2)CC1)c1ccc(Cl)cc1 (stereo not drawn)	nt	-8%	-5%	nt	-2	nt	-2	nt	nt
COc1ccccc1CN1COc2ccc3c(C)cc(=O)oc3c2C1	nt	-3%	3%	20%	-1	-5%	-14	-11%	-29%
O=C(NCCO)c1cc2c([nH]c3ccccc32)c(-c2ccc(F)cc2)n1	14%[57.1 µM]	-2%	1%	-0.2%	-9	0%	-4	6%	-3%
C[C@H](CO)N1C[C@H](C)[C@H](CN(C)C(=O)Nc2cccc3ccccc23)OCc2cnnn2CCCC1=O	nt	-5%	-1%	nt	10	-8%	-6	-2%	-6%
O=[N+]([O-])c1ccc(N2CCc3ccccc3C2)cc1	-3%	2%	-1%	1.8%	-1	-24%	0	3%	-25%
CCOCC(=O)Nc1ccccc1C(=O)OCC	15%[57.1 µM]	-4%	-2%	0.5%	-4	0%	-2	0%	-2%
CCCCc1ccc(-c2csc(/C(C#N)=C/c3ccc(C)o3)n2)cc1	-2%[57.1 µM]	2%	-10%	-2.8%	-1	1%	-1	11%	-13%
COc1ccc(NC(=O)CN2C(=O)C(C)Oc3ccccc32)c(OC)c1 (stereo not drawn)	-5%	-4%	3%	-0.2%	-11	-8%	-2	3%	-1%
CC(=O)Nc1ccc(NS(=O)(=O)c2cc(Cl)sc2Cl)cc1	-3%	-3%	-1%	0.0%	-24	-6%	0	2%	-27%
COc1ccc(F)cc1COc1nc(C)nc2ccccc12	10%	0%	-1%	2.4%	-2	6%	4	0%	-20%
Cc1ccc(CNC(=O)C2CCC(CNS(=O)(=O)c3ccc(C)cc3)CC2)cc1 (stereo not drawn)	-1%[57.1 µM]	-2%	4%	2.3%	-6	2%	0	4%	5%
CC1CCN(S(=O)(=O)c2cc(C(=O)N3CCN(c4ccccc4)CC3)ccc2Br)CC1	nt	-2%	3%	nt	-1	-11%	-1	2%	-26%
